# S2 tox = Viability Counterscreen for Primary qHTS for Inhibitors of ATXN expression; S2 cells (HEK-293 line with an ATXN2-luciferase reporter) viability, CellTiter-Fluor protease fluorescence, 24 h; Potency, µM (doses to about 56.7 µM), actives largely listed as cytotoxic; 400,000 compounds, 0.49% hits; also: potency is read from the fitted curve at half-maximal effect; nearly all actives have a fitted effect of over 40% in size
# KB-3-1 cytotox = qHTS assay for MDR1-selective chemotherapeutics: Primary screen using the parental adenocarcinoma cell KB-3-1 | 400,000 compounds, 1.4% hits | Potency, µM (doses to about 46.1 µM), inactives show top-dose activity change, negative = cytotoxic, usual class: cytotoxic | KB-3-1 viability, CellTiter-Glo ATP luminescence, 72 h | AID 1347075, 2019; also: potency is read from the fitted curve at half-maximal effect; % is scaled to controls: 0 for no effect and ±100 for the full control effect; nearly all actives have a fitted effect of over 60% in size
#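 Here the drug-naive KB-3-1 line serves as comparator for MDR sub-line selectivity; cells received compound titrations, 72 h at 37 °C, then CellTiter-Glo readout.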
# ATXN2 expr inh = Primary qHTS for Inhibitors of ATXN expression; HEK-293 ATXN2-luciferase reporter, luminescence, 24 h; Potency, µM (doses to about 57 µM), for the others: at the highest dose activity change, negative = inhibition, actives largely listed as inhibitors; 360,000 compounds, 0.72% hits; AID 1745845, 2022; also: potency is read from the fitted curve at half-maximal effect; % is scaled to controls: 0 for no effect and ±100 for the full control effect; nearly all actives have a fitted effect of over 55% in size
#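 qHTS (up to 57 uM final) was run with 24 h compound exposure of reporter cells at 37 °C. Each well was multiplexed: SteadyGlo luminescence measured ATXN2-luciferase expression after a fluorogenic Gly-Phe-AFC viability readout (25 uM final).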
# IL-1B inflam inh = qHTS for Inhibitors of Inflammasome Signaling: IL-1-beta AlphaLISA Primary Screen; THP-1 LPS/ATP IL-1B secretion, AlphaLISA, 16 h; stronger effect = lower value; AID 743279, 2014; 360,000 compounds, 4.7% hits; activity change, % at 57.5 µM; in the data active = activity change below about -50%; inconclusive = mostly about -30% to -49%; also: % is scaled to controls: 0 for no effect and ±100 for the full control effect
#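 Secreted IL-1B measured by AlphaLISA bead assay after 16 h compound exposure of THP-1 cells; compounds (final up to 57.5 uM) added 1 h before LPS (250 ng/mL) and ATP (1.25 mM) stimulation; lower signal means less secretion.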
# HepG2 viability = qHTS for Inhibitors of TGF-b: Cytotox Counterscreen; Potency, µM (highest dose often 46.1 µM), inactives show at the highest dose activity change, negative = cytotoxicity, most hits filed as cytotoxic; 410,000 compounds, 0.76% hits; HepG2 CAGA-GFP viability, ATP luminescence, 18 h; AID 588856, 2011; also: potency is read from the fitted curve at half-maximal effect; some results filed as inactive show a strong effect at the top dose
#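 HepG2 CAGA-GFP cells (1000/well, DMEM with 1% FBS) received compound, then TGF-beta at 500 pg/mL final, and were incubated 18 hours at 37 degrees C. Viability was read by CellTiter-Glo luminescence. Media-only wells were set as complete cell-killing and DMSO as no toxicity.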
# HT1080 IDH1KD tx = qHTS for induction of synthetic lethality in tumor cells producing 2HG: qHTS for the HT-1080-IDH1KD cell line | HT-1080 IDH1 knockdown viability, ATP luminescence, 48 h | Potency, µM (doses to about 46.1 µM), for the others: at the top dose activity, negative = toxicity, hits mostly cytotoxic | 360,000 compounds, 2% hits | AID 686971, 2013;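 also: potency is read from the fitted curve at half-maximal effect; 0% = DMSO wells and -100% = cell-free medium wells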
#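 IDH1KD HT-1080 cells, 750/well, RPMI + 5% FBS; compound pinned after 2 h settling; 48 h, 37 °C; CellTiter-Glo luminescence; % activity normalised to DMSO and no-cell wells; curves fitted, classed by r2 and efficacy.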
# SW480 rerep = A quantitative high throughput screen for small molecules that induce DNA re-replication in SW480 colon adenocarcinoma cells; SW480 DNA re-replication, Hoechst DNA content imaging, 48 h; Potency, µM (highest dose often 46.1 µM), inactives show top-dose re-replication activation, usual class: activators; 340,000 compounds, 1.8% hits; also: potency is read from the fitted curve at half-maximal effect; % of control where 0% means no effect; nearly all actives have a fitted effect of over 55% in size
#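 250 cells/well; 23 nL cpd via pin tool; 48 hr, 37 C, 5% CO2; Hoechst 40 min; imager read of total nuclear intensity, ex 405/em 500-530 nm.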
# HT1080-NT tox = qHTS for induction of synthetic lethality in tumor cells producing 2HG: qHTS for the HT-1080-NT fibrosarcoma cell line; HT-1080-NT fibrosarcoma viability, CellTiter-Glo ATP luminescence, 48 h; Potency, µM (doses to about 46.1 µM), for inactives: at the top dose activity, negative = less viability, actives largely listed as cytotoxic; 360,000 compounds, 1.6% hits; AID 686970, 2013;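 also: NT is the 2HG producing partner of a matched IDH1 knockdown line; potency is read from the fitted curve at half-maximal effect; 0% = DMSO-treated cells and -100% = media-only wells without cells; nearly all actives have a fitted effect of over 55% in size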
#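 Read-out is CellTiter-Glo luminescence after 10 minutes at room temperature, following 48 hours' compound treatment of HT-1080-NT cells (750 cells/well, RPMI, 5% FBS, 37 degrees C).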
# MCF10A rereplic = A quantitative high throughput screen for small molecules that induce DNA re-replication in MCF 10a normal breast cells | MCF 10A DNA re-replication, Hoechst nuclear intensity, 48 h | Potency, µM (top dose mostly 46.1 µM), without a hit: top-dose activity, positive = re-replication, actives largely listed as activators | 350,000 compounds, 2.9% hits; also: potency is read from the fitted curve at half-maximal effect; % of control where 0% means no effect; nearly all actives have a fitted effect of over 50% in size
# Active calls of the source: *; i = inactive; ? = inconclusive; . = not tested or not shown; [ ] = remark or other dose. Unless noted, calls follow the shape of the dose curve; as a rule, active = well fitted curve in the direction sought with a large enough effect; inconclusive = small, poorly fitted or top-dose-only effect, or another doubt; inactive = no such curve, though single readings can be large; an effect the other way counts as inactive or inconclusive.
entry	SMILES	S2 tox	KB-3-1 cytotox	ATXN2 expr inh	IL-1B inflam inh	HepG2 viability	HT1080 IDH1KD tx	SW480 rerep	HT1080-NT tox	MCF10A rereplic
1	Cc1ccc(Oc2ccc(/C=N/O)cn2)cc1	i	4%	50%[activator]	-12	-5%	13%	?	1%	?
2	c1ccc2cc(CSCc3nc4ccccc4[nH]3)ccc2c1	i	5%	14%	15	-25%	-21%	-38%[inhibitor]	-13%	21µM*
3	C=CCOc1ccc(/C=C2\SC(=S)N(NS(=O)(=O)c3ccccc3)C2=O)cc1	?	0%	-22%	-6	-12%	-3%	-36%[inhibitor]	-8%	?
4	O=C(Cn1nnc(-c2ccccc2)c1COc1ccc2ccccc2c1)NCC1CC1	i	0%	-33%	-9	-30%	-5%	.	-9%	.
5	O=C1C=CC(=O)N1Nc1ccc(Br)cc1	i	-2%	-2%	8	30%	17%	-7%	23%	1%
6	CC(O)[C@H]1CNC(=O)C(=O)N1CCCCC1CCCCC1 (stereo not given in full)	i	-5%	10%	5	-13%	-4%	?	-2%	7%
7	N#CC1=C(N)OC2=C(CCc3ccccc32)C1c1ccccc1 (stereo not given)	?	0.58µM*	-17%	13	-104%	0.58µM*	0.73µM*	0.92µM*	?
8	CCCn1nnnc1SCC(=O)NCc1ccccc1	i	-1%	-5%	10	-4%	10%	0%[9.22 µM]	8%	?
9	CC(=O)c1cc2c(cc1NC(=O)c1cccc(S(=O)(=O)N3CCN(C)CC3)c1)OCO2	i	-2%	-9%	2	16%	5%	-5%	8%	2%
10	COc1ccc(CNC(=O)c2ccc(NC(=O)C3=CSCCO3)cc2)cc1	i	2%	.	-7	-5%	22%	?	12%	0%
11	O=C(Cn1cc(C(=O)c2ccccc2)c(=O)c2cc3c(cc21)OCCO3)Nc1ccc(F)c(F)c1	i	-11%	-2%	.	-12%	.	.	.	.
12	COC(=O)CSc1nnc(-c2cccc(NC(=O)c3ccc(C)cc3)c2)n1C	i	-5%	-1%	0	5%	0%	-1%	1%	-3%

# Structures listed above shown as hits in SW480 rerep.
item	Compound	IL-1B inflam inh	SW480 rerep
7	N#CC1=C(N)OC2=C(CCc3ccccc32)C1c1ccccc1 (stereo not given)	13	0.73µM*

# (further entries)
entry	SMILES	S2 tox	KB-3-1 cytotox	ATXN2 expr inh	IL-1B inflam inh	HepG2 viability	HT1080 IDH1KD tx	SW480 rerep	HT1080-NT tox	MCF10A rereplic
13	Cc1ccc(S(=O)(=O)Nc2nc3ccc(S(=O)(=O)N4CCCC4)cc3s2)cc1	i	12%	-5%	26	-14%	-4%	4%	-4%	-2%
14	COC(C(=O)N/N=C(\C)c1ccc(C(C)(C)C)cc1)c1ccccc1 (stereo not given)	?	24%	-7%	?	-3%	?	6%	-7%	28%
15	O=C(CN1C(=O)c2ccccc2S1(=O)=O)c1ccc(F)cc1	i	6%	.	12	3%	8%	0%	-6%	1%
16	COc1ccc(CN2CCNC(=O)C2CC(=O)NCCc2c[nH]c3ccccc23)c(OC)c1 (stereo not given)	i	2%	-8%	28	-7%	-8%	-2%	-8%	0%
17	CCOCC(=O)Nc1ccccc1C(=O)O	i	3%	3%	6	0%	12%	?	3%	-39%[inhibitor]
18	C=CCOC(=O)CC(NC(=O)c1ccccc1)c1ccccc1 (stereo not given)	i	4%	0%	-25	9%	3%	-8%	3%	-179%[0.0737 µM]
19	COC(=O)c1c(NC(C)=O)sc(C(=O)Nc2ccccc2F)c1C	i	5%	31%	-3	-1%	0%	-7%	1%	-2%
20	CCOc1ccccc1C(=O)Oc1ccc2ccc(=O)oc2c1	i	6%	-12%	24	-1%	3%	-20%	-2%	-12%
21	COc1cccc(Cn2nc(SC)c(S(=O)(=O)c3ccccc3)c2N(C(C)=O)C(C)=O)c1	?	-13%	-30%	.	-34%	.	.	.	.
22	Cc1nc2sc3c(c2c(=O)n1/N=C/c1ccco1)CCCC3	i	6%	-2%	-9	-8%	19%	1%	2%	24%
23	COc1ccc(NC(=O)C(c2ccc(OC)cc2)n2c(=O)c(-c3cc4ccccc4[nH]3)nc3ccccc32)cc1 (stereo not given)	.	-12%	.	2	.	-22%	.	?	.
24	C1=C(CCNC2=NCCCCC2)CCCC1	i	0%	-3%	18	-12%	-3%	?	-1%	?

# A second format for part of the listing above.
13) Cc1ccc(S(=O)(=O)Nc2nc3ccc(S(=O)(=O)N4CCCC4)cc3s2)cc1
14) COC(C(=O)N/N=C(\C)c1ccc(C(C)(C)C)cc1)c1ccccc1 (stereo not given)
15) O=C(CN1C(=O)c2ccccc2S1(=O)=O)c1ccc(F)cc1
16) COc1ccc(CN2CCNC(=O)C2CC(=O)NCCc2c[nH]c3ccccc23)c(OC)c1 (stereo not given)
17) CCOCC(=O)Nc1ccccc1C(=O)O
entry no.,13,14,15,16,17
S2 tox,i,?,i,i,i
KB-3-1 cytotox,12%,24%,6%,2%,3%
ATXN2 expr inh,-5%,-7%,.,-8%,3%
IL-1B inflam inh,26,?,12,28,6
HepG2 viability,-14%,-3%,3%,-7%,0%
HT1080 IDH1KD tx,-4%,?,8%,-8%,12%
SW480 rerep,4%,6%,0%,-2%,?
HT1080-NT tox,-4%,-7%,-6%,-8%,3%
MCF10A rereplic,-2%,28%,1%,0%,-39%[inhibitor]

# (continued)
entry	SMILES	S2 tox	KB-3-1 cytotox	ATXN2 expr inh	IL-1B inflam inh	HepG2 viability	HT1080 IDH1KD tx	SW480 rerep	HT1080-NT tox	MCF10A rereplic
25	Cc1ccccc1S(=O)(=O)c1c(C)cc(C)n(CC(C)C)c1=O	i	-12%	-10%	-22	-7%	-6%	3%[9.22 µM]	1%	-2%
26	CCCCC(CC)CNC(=O)c1cccs1 (stereo not given)	i	-17%	-5%	-8	-2%	7%	0%	4%	0%
27	COc1nc(Oc2ccc(=O)[nH]n2)nc(N2CCOCC2)n1	i	0%	-7%	48	1%	-15%	-8%	0%[9.24 µM]	-1%
28	CCCNC(=O)CSc1c(CCC)cnc2c1c(=O)n(C)c(=O)n2C	i	16%	0%	.	-1%	.	.	.	.
29	CC(=O)N/C(=C\c1ccccc1)C(=O)OC/C=C/c1ccccc1	i	-14%	-25%	14	3%	-4%	7%	-6%	-2%
30	CC(NC(=O)c1ccco1)c1nc(-c2ccc(Cl)cc2)no1 (stereo not given)	i	-20%	-26%	-7	14%	-23%	0%	-3%	-3%
31	CCOc1cc(Br)c(CN2C(=O)NC3(CCCCCC3)C2=O)cc1OCC	i	-11%	6%	-19	-19%	?	0%	-12%	?
32	C=CCNC(=O)C1CC2Cn3c(nc4ccccc43)C2N1C (stereo not given)	i	0%	-3%	-20	-1%	-1%	-18%	-8%	2%
33	Cc1cc(=O)oc2cc(OCC(=O)OCC(=O)NC(C)C)ccc12	i	-4%	1%	13	5%	10%	-16%	15%	-4%
34	CC1CC(=O)Nc2ccccc2N1C(=O)CN1CCN(c2ccccc2)CC1 (stereo not given)	i	4%	-17%[11.3 µM]	10	-1%	3%	1%	2%	1%
35	Cc1ccnc2nc(C(=O)OCC(=O)c3ccccc3)nn12	i	-10%	3%	8	13%	3%	-2%	4%	-58%[inhibitor]
36	COc1cc(SC)ccc1C(=O)OC(C)C(=O)NC1CCCC1 (stereo not given)	i	-18%	4%	-15	18%	-1%	-3%	-20%	4%
37	CCn1c(SCC(=O)Nc2ccc(C(C)=O)cc2)nc2ccccc21	i	9%	56%[activator]	-6	3%	1%	-11%	2%	?
38	COc1ccc(N/C(N)=N/c2nc(CSc3nnc(C)s3)cc(=O)[nH]2)cc1	?	5.2µM*	-31%	34	-1%	2.6µM*	3.3µM*	3.3µM*	?
39	CCCC(=O)Nc1c2c(nn1-c1cccc(Cl)c1)CS(=O)(=O)C2	i	-10%	10%	-10	2%	-1%	?	8%	0%
40	CN1CCN(S(=O)(=O)c2cc([N+](=O)[O-])ccc2N2CCCCCC2)CC1	?	-5%	-6%	-2	-47%	-2%	-3%	-3%	-14%
41	CCN(CC)C(=O)CSc1nnc(COc2ccccc2)n1CC	i	-3%	-2%	5	3%	1%	-5%	0%	-1%
42	COc1cccc(=O)c2c(C)n(C)c(C)c12	i	1%	0%	0	-16%	-5%	2%	0%	4%
43	CC(=O)N(CCCN(C)C)CCC(C)CCC=C(C)C (stereo not given)	i	9%	-16%	-2	-14%	-16%	-8%	0%	6%
44	O=C(C(O)c1ccc(Br)cc1)N1CCC(Nc2ccc3[nH]ncc3c2)CC1 (stereo not given)	i	-7%	3%	-29	-4%	?	.	-24%	.
45	CC(C)(C)NC(=O)CCn1nc(-c2ccc(Cl)cc2)c2ccccc2c1=O	i	-13%	.	-1	-5%	1%	-5%	4%	-2%
46	Cc1cccc(N2C(=O)N3[C@H](c4ccc(Cl)cc4)[C@@H]4C(=O)N(C5CCCCC5)C(=O)[C@@H]4[C@]3(Cc3ccc(Cl)cc3)C2=O)c1	i	0%	0%	-17	-1%	7%	-19%	6%	?
47	CCOC(=O)COc1ccc(S(=O)(=O)Nc2ccc(C)cc2)cc1	i	?	3%	-8	-39%	?	-1%	?	1%
48	Cc1ccc(S(=O)(=O)NC2c3cccc4cccc(c34)C2Sc2n[nH]c(N)n2)cc1 (stereo not given)	i	18%	-5%	-1	10%	?	0%	?	11%

# Along the list, from the results shown.
# HT1080 IDH1KD tx, entries 9 to 13: 5%, 22%, ., 0%, -4%
# MCF10A rereplic, entries 9 to 13: 2%, 0%, ., -3%, -2%

# Screening results deposited in PubChem BioAssay by National Center for Advancing Translational Sciences (NCATS).
